Compound activity: PubChem BioAssay, several laboratories
SIAE inh – blocks human sialic acid acetylesterase; inhibition, % at 9.66 µM; SIAE FP-Rh probe binding, fluorescence polarization; Q9HAT2; hit rate 0.69% among 370,000;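 active means inhibition above a cutoff: mean of compounds within the control limits plus 3 SD of those, cut at about 17% in these data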;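 further: 0% = plate median of compound wells and 100% = probe without SIAE protein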
Target sequence (Q9HAT2 whole entry, looked up): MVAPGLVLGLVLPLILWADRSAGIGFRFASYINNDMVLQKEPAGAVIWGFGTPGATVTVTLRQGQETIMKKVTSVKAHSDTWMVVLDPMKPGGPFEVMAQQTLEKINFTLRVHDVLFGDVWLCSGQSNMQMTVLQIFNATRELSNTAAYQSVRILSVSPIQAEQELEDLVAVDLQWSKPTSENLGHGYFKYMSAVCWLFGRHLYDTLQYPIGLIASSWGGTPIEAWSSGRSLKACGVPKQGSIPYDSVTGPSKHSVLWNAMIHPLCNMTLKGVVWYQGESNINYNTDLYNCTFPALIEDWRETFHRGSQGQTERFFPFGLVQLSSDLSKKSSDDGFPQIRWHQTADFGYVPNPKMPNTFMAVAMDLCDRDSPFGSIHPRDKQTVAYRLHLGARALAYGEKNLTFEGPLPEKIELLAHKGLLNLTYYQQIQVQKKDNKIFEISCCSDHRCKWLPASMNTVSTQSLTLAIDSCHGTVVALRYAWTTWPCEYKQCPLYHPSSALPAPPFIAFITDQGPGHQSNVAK
rCAG binder – binds r(CAG) RNA repeats; r(CAG) RNA repeat, TO-PRO-1 dye displacement fluorescence; inhibition, % at 3 µM; hit rate 1.3% among 370,000;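 active means inhibition above the plate cutoff, the mean of all test compounds on that plate plus 3 SD, cut at about 35% in these data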;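 further: 0% = DMSO alone and 100% = 100 µM mitoxantrone as full dye displacement; higher means more dye released from RNA so lower well fluorescence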
PRMT1 FP inh – blocks human protein arginine methyltransferase 1 | Q99873 | recombinant PRMT1, activity-based probe fluorescence polarization | inhibition, % at 2.79 µM | hit rate 1.3% among 370,000 | AID 652257;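 active means inhibition above about 21% made by adding two undisclosed values, limit read from the data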
LEDGF integ inh – blocks HIV-1 LEDGF/p75-dependent DNA integration; TR-FRET IN-LEDGF/p75 DNA integration, Eu/Cy5; inhibition, % at 3.7 µM; hit rate 0.64% among 370,000; AID 743269;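 active means inhibition above the screen-wide mean plus 3 SD, cut at about 13% in these data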;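 further: signal is the Cy5 over europium emission ratio at 671 and 618 nm; 0% = plate median of compound wells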
Rev-erbA mod – modulates human Rev-erb alpha binding to DNA; P20393; Rev-erbα–FITC-DNA binding, fluorescence polarization, 90 min; activity, % at 10 µM; hit rate 0.79% among 370,000;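 active means activity above about 14%, limit read from the data; passing the limit was not always enough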;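 further: 0% = DMSO wells with 35 nM protein and 100% = DMSO wells with 750 nM protein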
mABHD4 FP – inhibitors of mouse ABHD4; purified mABHD4, FP-Rh probe fluorescence polarization; inhibition, % at 8.92 µM; hit rate 0.54% among 370,000; AID 720543;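 active means inhibition exceeding the mean over every tested compound plus 3 SD, cut at about 30% in these data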;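 further: 0% = plate median of compound wells and 100% = S159A mutant with DMSO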
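Assay system: wild-type mouse ABHD4 protein; compound: single nominal dose of 8.92 µM, 0.89% DMSO final; schedule: 45 min + 60 min at 25 °C; measured by: FP readout, ex 525 nm / em 598 nm; evaluation: % inhibition of FP-Rh probe binding versus controls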
HTRA1 inh – inhibitors of human serine peptidase HTRA1; Q92743; hit rate 0.5% among 340,000; recombinant HTRA1, FP-rhodamine activity-based probe, fluorescence polarization; inhibition, % at 5.96 µM; AID 504803; in the data active means inhibition above about 36%;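 further: 0% = enzyme with DMSO and 100% = wells lacking enzyme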
PG9 binder – small molecules binding HIV-1 gp120 antibody PG9 | hit rate 0.43% among 360,000 | AID 624416 | TR-FRET gp120-PG9 antibody binding | inhibition, % at 6.7 µM; in the data active means inhibition above about 8.5%
TCR CD3 inh – inhibitors of human TCR-CD3 interaction; TAMRA-labeled TCR probe fluorescence, biochemical; inhibition, % at 9.4 µM; hit rate 0.37% among 360,000; in the data active means inhibition above about 19%;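 further: recombinant mutant TCR 2C K166C tagged with TAMRA read by polarization; 0% = receptor in buffer alone and 100% = receptor with positive control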
TDP2 absorb – blocks human TDP2 phosphodiesterase activity; O95551; recombinant TDP2, T5PNP hydrolysis, p-nitrophenol absorbance 415 nm; hit rate 0.34% among 370,000; inhibition, % at 12.8 µM; AID 720702;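 active means inhibition above the mean of all tested compounds plus 3 SD, set per campaign, cut at about 25% in these data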;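 further: 0% = DMSO with enzyme and 100% = buffer with substrate but no TDP2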
Target sequence (O95551 whole entry, looked up): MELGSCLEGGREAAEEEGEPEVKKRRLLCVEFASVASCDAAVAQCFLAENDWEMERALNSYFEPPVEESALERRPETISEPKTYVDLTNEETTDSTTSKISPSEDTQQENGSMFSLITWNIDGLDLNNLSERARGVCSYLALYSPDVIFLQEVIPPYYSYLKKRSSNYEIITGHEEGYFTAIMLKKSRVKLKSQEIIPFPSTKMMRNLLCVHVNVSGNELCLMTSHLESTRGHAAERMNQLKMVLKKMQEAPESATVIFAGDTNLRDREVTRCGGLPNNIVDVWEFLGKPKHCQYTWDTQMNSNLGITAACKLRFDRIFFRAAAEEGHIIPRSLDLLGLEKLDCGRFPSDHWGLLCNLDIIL
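Incubation: 2 h at 37 °C; Test system: recombinant human TDP2; Quantity: enzyme 120 nM; Read-out basis: percent inhibition; Medium: 50 mM Tris-HCl pH 7.5 with Mg2+, KCl, DTT, BSA; Repeats: single replicate; Compound: 12.8 µM single point, 1% DMSO; Signal: epi absorbance; Reagent: 5 mM T5PNP chromogenic substrate; Benchmarks: no-enzyme high, DMSO-plus-enzyme low.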
Active calls of the source: *; . = no result given.

Preview:
SMILES	SIAE inh	rCAG binder	PRMT1 FP inh	LEDGF integ inh	Rev-erbA mod	mABHD4 FP	HTRA1 inh	PG9 binder	TCR CD3 inh	TDP2 absorb
O=C(C1CCN(S(=O)(=O)N2CCOCC2)CC1)N1CCN(Cc2ccc3c(c2)OCO3)CC1	-2	-5	-2	1	-1	2	1	0.1	0	-4
Cc1onc(-c2ccccc2Cl)c1C(=O)NCc1nnnn1-c1ccc(F)cc1	5	-2	2	2	2	26	-5	1.4	-8	18
O=C(Nc1ccc2c(c1)OCCO2)C1CCN(C(=O)c2ccc(Br)cc2)CC1	3	-6	0	0	1	-14	7	0.2	5	4
COc1ccc(OC)c(NC(=O)C2C(C(=O)O)C3(Cl)C(Cl)=C(Cl)C2(Cl)C3(Cl)Cl)c1 (configuration not stated)	6	5	6	-1	1	15	1	2.4	-7	7
O=C(Nc1cccc([N+](=O)[O-])c1)N1CCc2ccccc2C1	2	-1	-2	1	-5	-2	6	-1.1	-8	-17

This part in full, repeating the preview:
SMILES	SIAE inh	rCAG binder	PRMT1 FP inh	LEDGF integ inh	Rev-erbA mod	mABHD4 FP	HTRA1 inh	PG9 binder	TCR CD3 inh	TDP2 absorb
O=C(C1CCN(S(=O)(=O)N2CCOCC2)CC1)N1CCN(Cc2ccc3c(c2)OCO3)CC1	-2	-5	-2	1	-1	2	1	0.1	0	-4
Cc1onc(-c2ccccc2Cl)c1C(=O)NCc1nnnn1-c1ccc(F)cc1	5	-2	2	2	2	26	-5	1.4	-8	18
O=C(Nc1ccc2c(c1)OCCO2)C1CCN(C(=O)c2ccc(Br)cc2)CC1	3	-6	0	0	1	-14	7	0.2	5	4
COc1ccc(OC)c(NC(=O)C2C(C(=O)O)C3(Cl)C(Cl)=C(Cl)C2(Cl)C3(Cl)Cl)c1 (configuration not stated)	6	5	6	-1	1	15	1	2.4	-7	7
O=C(Nc1cccc([N+](=O)[O-])c1)N1CCc2ccccc2C1	2	-1	-2	1	-5	-2	6	-1.1	-8	-17
COc1ccc(S(=O)(=O)N2CCCC(C(=O)N3CCOCC3)C2)cc1Cl (configuration not stated)	0	-3	-2	-2	1	0	0	-0.2	7	11
Cc1c(NC(=O)CN2C(=O)NC3(CCCC3)C2=O)c(=O)n(-c2ccccc2)n1C	-4	0	-7	3	2	-2	-2	2.6	-4	-10
COc1cccc(/C=N/N2CCN(c3ccc(Cl)cc3)CC2)c1OC	9	11	-5	3	6	1	0	-1.8	1	-18
CC(=O)CSc1nc2cc3c(cc2cc1C#N)OCCO3	0	2	17	5	20*	-2	-3	-6.7	10	-2
CC1CCN(C(=O)COC(=O)CCC(=O)c2ccc(Cl)cc2)CC1	14	0	1	3	4	5	-4	1.0	4	4
Cc1ccc(C(=O)Nc2c3c(nn2C(C)(C)C)CS(=O)(=O)C3)cc1C	-4	7	4	-2	0	5	-2	-0.6	2	15
O=C(NCCS(=O)(=O)NCc1ccc(F)cc1)c1ccccc1	8	0	2	2	-3	2	0	0.9	-2	-8
CCOc1ccc2nc(C)cc(Nc3ccc4c(c3)OCCO4)c2c1	0	10	0	-4	-6	5	0	2.2	6	0
COc1ccc(C)c2sc(N(CCN(C)C)C(=O)/C=C/c3cccs3)nc12	-12	0	6	-5	1	6	-19	-1.8	-5	-2
COc1ccc(/C=C2\SC(=S)N(C(C)C(=O)NC3C=CS(=O)(=O)C3)C2=O)cc1 (configuration not stated)	6	9	9	1	-1	1	-14	-1.7	6	7
Cc1ccc(S(=O)(=O)N2CCOCC2)cc1NC(=O)COC(=O)CCC(=O)c1ccc(F)cc1	1	0	0	1	5	-4	0	0.8	6	2
COc1ccc(-c2csc(NC(=O)CN3C(=O)NC4(CCCC4)C3=O)n2)c(OC)c1	-5	1	-1	-2	-2	-3	-1	-0.3	4	3
CC(=O)N1c2ccc(S(=O)(=O)N3CCC(C(=O)NCc4ccccc4Cl)CC3)cc2CC1C (configuration not stated)	1	1	5	-5	4	-3	-2	-2.1	-9	-7
CC1CCN(C(=O)CCc2ccc(S(=O)(=O)NC(C)(C)C)cc2)CC1	5	-10	2	2	-4	-1	1	1.1	2	14
CNc1nc2c(C)cccn2c(=O)c1C=Nc1ccc(OC)cc1	2	-3	4	-1	0	-4	3	3.1	-11	-2
N#Cc1ccc(-c2ccc(F)cc2)nc1Oc1ccc(F)cc1	5	2	-1	-2	21	4	7	0.8	4	-2
CCOc1cc(/C=C2\SC(=NC)N(C)C2=O)cc(Cl)c1OC(C)=O	-18	1	2	1	0	-5	1	-0.8	-7	-5
C/C(=C\C(=O)c1ccc(F)cc1)Nc1ccc(N2CCOCC2)cc1	8	6	5	23*	-7	19	34	-5.2	5	21
C=CCN1C(=O)[C@@H](CC(=O)NCc2cccs2)[C@]2(C(=O)OC)CCCCC=C12	-2	6	2	1	-4	-7	.	.	.	-2

Sorted by value in HTRA1 inh (high to low): 3 of the compounds above.
Compound	HTRA1 inh
CCOc1cc(/C=C2\SC(=NC)N(C)C2=O)cc(Cl)c1OC(C)=O	1
CCOc1ccc2nc(C)cc(Nc3ccc4c(c3)OCCO4)c2c1	0
CC(=O)N1c2ccc(S(=O)(=O)N3CCC(C(=O)NCc4ccccc4Cl)CC3)cc2CC1C (configuration not stated)	-2

Going on with the list.
SMILES	SIAE inh	rCAG binder	PRMT1 FP inh	LEDGF integ inh	Rev-erbA mod	mABHD4 FP	HTRA1 inh	PG9 binder	TCR CD3 inh	TDP2 absorb
COc1cccc(-c2nc(Cc3ccc(OC)c(OC)c3)no2)c1	-6	-5	2	5	8	-4	-12	-0.4	-2	6
O=C(COC(=O)c1ccccc1F)NC1CCCC1	-9	0	-1	12	1	-7	10	-2.5	-4	-19
CC(/C=N/n1c(COc2ccccc2)n[nH]c1=S)=C\c1ccccc1	8	41*	27*	0	4	-9	-21	2.1	-2	-12
CCOC(=O)C1=C(c2ccccc2)OC(N)=C(C#N)C1c1ccncc1 (configuration not stated)	3	-1	-2	-2	-4	1	-10	-0.6	5	13
O=C(Nc1cccc(Cl)c1)N1CCCCCC1	8	-1	0	-2	-3	-5	3	1.2	-3	5
CCCC(c1nnnn1Cc1cccs1)N1CCN(C2CCCC2)CC1 (configuration not stated)	3	-6	-2	-3	-1	-1	0	-1.1	6	16
COc1ccc(CN2CCC(C(=O)c3ccc(Cl)cc3)CC2)cc1	3	-7	-4	-5	-3	4	-14	-0.2	-8	2
CCOC(=O)C1CCN(C(=O)CCn2c(=O)oc3ccccc32)CC1	3	-1	-2	1	-2	-8	7	0.4	-8	-19
Cc1cccc(C(C)C)c1NC(=O)C1CCN(S(=O)(=O)c2ccccc2)CC1	-6	-5	1	0	0	-1	0	-1.8	2	-5
Cc1ccc(Nc2cc(Cl)nc(N)n2)c([N+](=O)[O-])c1	2	12	3	-1	0	8	7	0.0	-8	8
Cc1cc(=O)[nH]c2n[nH]c(-c3ccccc3)c12	1	3	-1	2	0	6	-2	1.5	5	-2
COc1ccccc1C1C(C(N)=O)=C(C)Nc2ncnn21 (configuration not stated)	-5	2	3	7	-2	-8	4	2.0	-5	-15
COCCOC(=O)C1=C(C)NC(C)=C(C(=O)OCCOC)C1/C=C/c1ccccc1OC	8	-8	3	1	3	6	1	0.1	6	15
O=C(Nc1ccc(-c2cn3ccccc3n2)cc1)c1cccs1	-17	1	4	-5	-3	7	-10	-1.1	4	3
Cc1nn(CC(=O)N2CCN(c3cccc(C(F)(F)F)c3)CC2)c(=O)c2cccn12	-1	-5	-3	0	-2	-5	2	-2.4	6	-16
CC(C)(C)c1cc(CN2CCN(CCC#N)CC2)cc(C(C)(C)C)c1O	2	-1	9	2	4	-8	-1	1.8	-1	-11
Cc1cc(NS(=O)(=O)c2cccs2)no1	-1	1	-3	-2	-1	0	11	-1.6	0	-12
CCN(CC)S(=O)(=O)c1ccc(-c2nnc3sc4cccc(C)c4n23)cc1	-12	11	-6	4	-9	-6	-3	0.6	6	-18
CCOc1c(OC)cc(C2C(C#N)=C(N)Oc3n[nH]c(-c4ccncc4)c32)cc1OC (configuration not stated)	2	0	1	1	-4	3	1	-0.4	-2	18
CCc1ccc(OCC(=O)NC(=S)Nc2ccc(C(=O)O)cc2)cc1	-3	0	-1	-1	-2	0	-1	-0.8	-12	19
COc1cccc(/C=C/c2ccc3cccc(O)c3n2)c1OC	-3	6	1	1	3	3	6	0.9	-3	10
CC1C=CCC2C(=O)N(c3cccc(C(=O)Nc4ccc(Br)cc4)c3)C(=O)C12 (configuration not stated)	-24	3	-1	-2	-1	-24	-28	1.4	1	0
CC(=O)Nc1c(Br)cc(N2C(=O)CCC2=O)cc1Br	4	0	-2	2	-3	-3	7	-0.3	3	8
COc1cccc(NC(=O)CCS(=O)(=O)c2cc3c(cc2Cl)NC(=O)CO3)c1	0	2	1	-1	-4	7	-3	-1.6	2	4
Cc1ccc(NC(=S)NCc2cccn2C)cc1	10	6	0	1	-5	4	3	-1.2	-2	8
COc1cc(C=O)ccc1OCc1ccc(Cl)nc1	10	-3	2	-2	9	4	-2	0.0	4	8
CCC1COCCS(=O)(=O)N1Cc1ccc(Cl)cc1 (configuration not stated)	-6	0	-2	1	-1	-6	-1	-1.1	-2	4
COc1ccc(CNC(=O)OCc2nccnc2C(=O)Nc2ccc(Br)cn2)cc1	1	0	2	-3	8	1	-3	0.1	-3	13

A portion of the library. The share of hits here may be higher or lower than overall.
